Tn7 DDE FP – DD(E)-Tn7 binding inhibition, primary FP screen; P02675; inhibition, % at 8.3 µM; actives 0.13% (n = 370,000); FP displacement of FITC-Tn7 peptide from fibrin DD(E); 0% = median of compound wells per plate;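 active means inhibition above the mean of compounds falling within the control limits plus 3 SD of them, cut at about 14% in these data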;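 further: 0% = plate median of compound wells and 100% = 10 µM Aha-Tn7 peptide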
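Assay system: human fibrin DD(E). Input: DD(E) 2 µM final. Medium: Tris buffer with calcium and detergent, pH 7.8. Compound dosing: single point at 8.3 µM. Timing: 10 min plus 3 h, room temperature. Technique: fluorescence polarization of the labelled Tn7 tracer. Read-out: percent inhibition. Replicates: singlicate testing.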
DDE Tn6 FP inh – disrupts Tn6 cyclic peptide binding to fibrin D-Dimer-E complex. inhibition, % at 8.3 µM. actives 0.21% (n = 370,000). P02675. Fibrin DD(E) TRITC-Tn6 fluorescence polarization displacement;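 active means inhibition above a per-campaign cutoff: mean of compounds within control limits plus 3 SD, cut at about 15% in these data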;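 further: 0% = median of all compound wells on the plate and 100% = blocking peptide control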
UHRF1 binding – blocks human UHRF1 binding to methylated DNA | Q96T88 | UHRF1 binding to methylated oligo, TR-FRET | inhibition, % at 4.4 µM | actives 0.75% (n = 370,000) | AID 687016; in the data active means inhibition above about 21%;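 further: UHRF1 SRA domain binding a hemimethylated CpG hairpin DNA probe; 0% = median of test compound wells and 100% = reference inhibitor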
Target sequence (Q96T88 whole entry, looked up, the tested form may be a part): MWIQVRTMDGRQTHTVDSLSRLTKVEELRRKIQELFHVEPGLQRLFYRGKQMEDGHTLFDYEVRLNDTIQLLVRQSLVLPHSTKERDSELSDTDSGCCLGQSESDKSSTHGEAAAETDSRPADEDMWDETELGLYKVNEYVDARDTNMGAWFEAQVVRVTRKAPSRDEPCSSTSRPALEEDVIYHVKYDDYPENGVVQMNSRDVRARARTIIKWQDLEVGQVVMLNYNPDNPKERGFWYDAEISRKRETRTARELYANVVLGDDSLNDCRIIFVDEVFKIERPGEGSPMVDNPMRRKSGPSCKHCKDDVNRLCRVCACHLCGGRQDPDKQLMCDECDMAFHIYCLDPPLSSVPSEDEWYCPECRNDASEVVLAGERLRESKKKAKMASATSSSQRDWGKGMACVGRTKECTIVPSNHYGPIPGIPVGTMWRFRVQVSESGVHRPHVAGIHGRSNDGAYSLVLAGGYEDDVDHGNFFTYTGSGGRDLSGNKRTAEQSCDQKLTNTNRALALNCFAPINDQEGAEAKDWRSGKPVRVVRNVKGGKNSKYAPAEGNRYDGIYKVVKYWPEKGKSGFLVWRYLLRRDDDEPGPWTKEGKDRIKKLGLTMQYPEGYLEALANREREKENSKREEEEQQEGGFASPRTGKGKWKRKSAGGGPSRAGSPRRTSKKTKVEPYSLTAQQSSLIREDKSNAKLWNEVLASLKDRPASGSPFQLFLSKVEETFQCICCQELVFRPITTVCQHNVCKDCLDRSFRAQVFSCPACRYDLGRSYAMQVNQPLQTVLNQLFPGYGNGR
ADAM17 inh – inhibitors of human ADAM17; P78536; recombinant ADAM17, EDANS/DABCYL FRET peptide cleavage; inhibition, % at 6.95 µM; actives 0.83% (n = 370,000); AID 720648;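 active means inhibition above the mean of compounds lying between control limits plus 3 SD, set per campaign, cut at about 8.5% in these data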;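 further: 0% = DMSO-only wells as the low control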
KLK7 zymogen act – proKLK7 (human) activation, primary screen. activation, % at 7 µM. actives 0.9% (n = 370,000). AID 652039. purified proKLK7, EDANS-DABCYL substrate fluorescence; 100% is mature enzyme control, 0% vehicle. P49862;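 active means activation above the mean of all tested compounds plus 3 SD, computed per campaign excluding outliers beyond control limits, cut at about 13% in these data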
ASAP1 inh – inhibitors of human ASAP1 ArfGAP activity. AID 624377. inhibition, % at 16.5 µM. ASAP1-stimulated ARF1 GTP hydrolysis, GDP FP detection. Q9ULH1. actives 0.19% (n = 360,000); in the data active means inhibition above about 25%;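 further: 0% = vehicle with enzyme and substrate and 100% = no enzyme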
PLC-beta3 inh – blocks human PLC-beta3 enzyme activity. Q01970. Purified PLC-beta3, fluorogenic substrate, fluorescence. inhibition, % at 12.2 µM. actives 0.18% (n = 370,000). AID 720704; in the data active means inhibition above about 11%;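 further: 0% = median of compound wells on plate and 100% = full blocker control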
PLCg1 inh – inhibitors of human phospholipase C gamma1; inhibition, % at 12.2 µM; purified PLC-gamma1, fluorogenic substrate, fluorescence; actives 0.84% (n = 370,000); in the data active means inhibition above about 9.5%
MBD2 inh – MBD2-methylated oligo binding inhibition; inhibition, % at 4.4 µM; Q9UBB5; actives 0.31% (n = 370,000); AID 686964; TR-FRET, MBD2 binding to methylated oligonucleotide; in the data active means inhibition above about 13%
ARFGAP1 inhibitor – inhibitors of rat ARFGAP1; Q62848; Arfgap1-stimulated ARF1 GTP hydrolysis, GDP FP detection; inhibition, % at 16.5 µM; actives 0.26% (n = 360,000);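 active means inhibition above a per-plate limit, mean inhibition of low control wells plus 3 SD, cut at about 25% in these data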;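 further: 0% = DMSO wells with enzyme and 100% = wells lacking Arfgap1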
Target sequence (Q62848 1-136 limits assumed): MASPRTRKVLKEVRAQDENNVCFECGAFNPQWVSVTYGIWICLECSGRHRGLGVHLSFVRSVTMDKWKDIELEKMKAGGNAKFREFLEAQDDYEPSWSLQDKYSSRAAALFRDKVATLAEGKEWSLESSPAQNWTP
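Assay system: purified rat His6-Arfgap1 residues 1-136 (GAP domain); Reagent: human Δ17 ARF1 bound to GTP; Dosing: 16.5 µM single point, 1.26% DMSO; Times: GTP hydrolysis reaction 2 h at 25 °C; Signal: FP, GDP Alexa 633 tracer displaced from anti-GDP antibody, 620/688 nm; Measure: % inhibition from polarization.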
Starred values were filed as active, the others as inactive; / = not tested or not shown.

The first two compounds as a preview:
SMILES	Tn7 DDE FP	DDE Tn6 FP inh	UHRF1 binding	ADAM17 inh	KLK7 zymogen act	ASAP1 inh	PLC-beta3 inh	PLCg1 inh	MBD2 inh	ARFGAP1 inhibitor
CCOC(=O)c1c(NC(=O)CSc2nnnn2-c2ccccc2OCC)sc2c1CC(C)(C)NC2(C)C	5	1	-1	2	0.2	6	-5	2	0	10
CC(C)NC(=O)CSc1c2c(nc3ccccc13)CCCC2	0	2	2	-2	-0.2	10	-1	1	3	6

The whole of this part, repeating the preview:
SMILES	Tn7 DDE FP	DDE Tn6 FP inh	UHRF1 binding	ADAM17 inh	KLK7 zymogen act	ASAP1 inh	PLC-beta3 inh	PLCg1 inh	MBD2 inh	ARFGAP1 inhibitor
CCOC(=O)c1c(NC(=O)CSc2nnnn2-c2ccccc2OCC)sc2c1CC(C)(C)NC2(C)C	5	1	-1	2	0.2	6	-5	2	0	10
CC(C)NC(=O)CSc1c2c(nc3ccccc13)CCCC2	0	2	2	-2	-0.2	10	-1	1	3	6
COCCn1c(SCC(=O)NC2CCCC2)nnc1-c1ccncc1	-5	-2	-1	-1	1.1	3	-1	-1	2	11
Oc1ccc2ccccc2c1C=Nn1c(-c2n[nH]c3c2CCC3)n[nH]c1=S	-2	4	-4	-5	-0.4	/	-11	-7	-7	/
Cc1ccc(C(=O)Cn2nnc3ccccc32)cc1C	5	-5	3	-5	0.1	-1	-40	0	-3	10
COc1ccc(NC(=O)CCN2C(=O)c3ccc([N+](=O)[O-])cc3C2=O)c(OC)c1	5	1	2	-3	0.5	-3	-1	1	0	5
CCc1nc2ccc(C(=O)NCCCN3CCCC3=O)cn2c1N(C)C(=O)C1CCCCC1	1	-1	-2	-7	-0.3	3	-10	-9	-3	-5
CCCCOCCCNC(=O)C[C@H]1C[C@@]2(C(=O)OC)C(=C[C@H](COCc3ccccc3)O[C@@H]2C)N(Cc2ccc(Cl)cc2Cl)C1=O	-3	3	-1	-1	0.0	/	1	1	1	/
Cc1c(C(=O)Nc2ccccc2F)cnn1-c1ccccc1	2	8	20	-2	-0.7	-9	-2	-1	-1	-1
COc1cccc(CN2CCN(C(=O)c3cccc(OC)c3)CC2)c1	-1	-10	2	-3	-0.2	-12	-4	1	3	12
CC1CCCCN1c1ccc(N)cc1C(N)=O (configuration not stated)	-6	-5	1	-2	0.4	-5	-11	-9	2	2
NC(=NCc1ccccc1)NN=Cc1ccnc2ccccc12	-9	-5	-3	-2	0.1	-2	5	4	-6	-8
COc1cccc(CN2CCC(C)(Oc3cccc(Cl)c3)C2)c1OC (configuration not stated)	-1	0	1	-10	-0.2	2	0	3	1	0
CCc1nnc(NC(=O)CSc2nnc(COc3ccccc3C)o2)s1	-3	-5	-4	-5	0.0	3	-1	0	-4	-1
CC(C)CCN(C(=S)Nc1cccc(F)c1)C1CCN(C(C)C)CC1	6	-4	1	-6	-0.7	8	-4	-3	-4	15
CSc1ncccc1C(=O)OCC(=O)c1ccc(Cl)s1	-1	-5	0	4	0.6	-3	-5	9	-4	-2
Cc1ccc(S(=O)(=O)N2CCCC2C(=O)NCc2ccncc2)cc1 (configuration not stated)	0	-4	-1	-2	-0.3	7	-9	-1	5	3
CCOC(=O)C1CCCN(C(=O)c2[nH]c3ccc(OC)cc3c2C)C1 (configuration not stated)	1	-5	2	-14	1.1	-13	-53	-31	-3	-19
CC(Sc1ccsc1[N+](=O)[O-])C(=O)NCc1ccco1 (configuration not stated)	0	-1	-3	1	0.0	9	4	5	-5	-16
COCCn1c(SCC#N)nnc1-c1ccc2c(c1)OCO2	-3	7	-5	-1	0.0	4	2	2	0	-18
CC(C)C(C)NC(=O)COc1ccc(S(=O)(=O)N2CCOCC2)cc1[N+](=O)[O-] (configuration not stated)	-2	-3	-1	4	-0.1	0	0	2	2	4
Cc1nn(-c2ccccc2)c(N2CCCC2)c1/C=N/Nc1ccc(S(=O)(=O)Nc2ccccc2)cc1[N+](=O)[O-]	-3	-3	1	-1	-0.2	-6	3	2	-1	2
COC(=O)[C@]12C[C@H](CC(=O)NCc3ccccc3)C(=O)N(Cc3cccc4ccccc34)C1=C[C@H](C1CCCC1)O[C@@H]2C	-7	-3	3	10*	1.1	/	2	7	-4	/
COc1ccccc1C1C2=C(N=C3SCC(=O)N31)c1ccccc1CC2 (configuration not stated)	-2	1	-2	-1	0.1	18	0	-5	-3	2
COc1ccccc1C(=O)C1CCCN(C(=O)Nc2ccccc2F)C1 (configuration not stated)	0	1	-2	-4	0.2	-23	-7	-2	-2	4
Fc1ccc(Nc2nc(N3CCOCC3)nc(N3CCOCC3)n2)cc1	-9	4	-2	4	-0.4	-5	-1	4	-9	13
Cc1ccnc(NC(=O)CCc2c(C)nc3ncnn3c2C)c1	4	7	4	-5	-0.1	-4	1	-1	4	-5
N=c1n(CCN2CCOCC2)c2ccccc2n1CC(=O)c1cccc([N+](=O)[O-])c1	-4	3	-1	0	-0.2	-18	-2	0	2	3
NC1(CO)COC(c2ccccc2)OC1 (configuration not stated)	-4	9	-2	4	0.5	9	12*	6	-1	1
CCN(CC)c1ccc(NC(=O)c2cnccn2)cc1S(=O)(=O)Nc1ccc(OC)cc1	2	-4	-7	8	-0.5	-3	5	3	-3	-11
O=C(Nc1ccc(-c2nc3ccccc3s2)cc1)c1cc(-n2cnnc2)ccc1Cl	-4	-3	0	-12	-12	6	-26	-23	1	9
CCCCCCNCc1c(F)cccc1Cl	4	-1	-3	0	-0.3	2	6	3	-7	3
CC(C)(C)NC(=O)c1cnn2c1NC(c1ccc(F)cc1)CC2C(F)(F)F (configuration not stated)	7	5	2	-2	-0.2	-9	-1	-3	0	9
O=C(CSc1ccc(Cl)cc1)Nc1ccc(NC(=O)c2ccco2)cc1	5	3	-2	-4	0.4	8	-2	-1	-4	4
CCN(CC(=O)Nc1c(F)cccc1F)C(=O)c1cc(-c2cccs2)nn1-c1ccccc1	-5	-4	1	4	-0.3	8	-8	5	0	-12
COc1ccc(C(=O)NC2CC2)cc1OC1CCN(Cc2ccccc2O)CC1	9	-3	2	-2	0.0	6	-4	1	4	5
CC(C)(C)c1ccc(NC(=S)NCCc2ccccn2)cc1	-1	-4	-1	-3	0.4	0	-5	-1	-1	5
COC(=O)[C@]12C[C@H](CC(=O)N3CCOCC3)C(=O)N(Cc3ccco3)C1=C[C@H](C1CCCC1)O[C@@H]2C	2	8	1	-8	-0.4	/	1	-1	-2	/
O=C(Nc1cccnc1Cl)c1cc(-c2ccco2)on1	5	2	-1	-4	0.0	-10	-3	-2	2	-5
COc1ccc(C(c2nnnn2C2CCCC2)N2CCN(C/C=C/c3ccccc3)CC2)cc1 (configuration not stated)	0	9	3	-2	-0.1	-8	3	2	-1	-2
Cc1nc2sc(C(c3ccco3)N3CCOCC3)c(O)n2n1 (configuration not stated)	-9	-5	1	-3	-0.4	6	-25	-27	-2	-5
CC(C)CCNC(=O)C12CN(Cc3ccccc3)CC1C(c1cccc([N+](=O)[O-])c1)=NO2 (configuration not stated)	1	-7	-2	-5	0.4	-3	0	-1	-7	-1
C[C@H]1CN(c2ccccc2)C(=O)[C@@H]1CC(=O)Nc1ccccc1	-2	-8	-1	-4	0.1	3	3	1	-6	-4
CN(C)c1ccc(-c2nnc(-c3ccc(S(=O)(=O)C(F)F)cc3)o2)cc1	-4	2	0	-4	-5.4	-5	-80	-73	-1	-15
CCOC(=O)C1=C(C)NC(C)=C(C(=O)OCC)C1c1ccc(Br)o1	3	7	-1	-6	0.7	-1	-27	-21	-1	2

An excerpt from above with just MBD2 inh and UHRF1 binding.
compound | MBD2 inh | UHRF1 binding
CC(C)CCNC(=O)C12CN(Cc3ccccc3)CC1C(c1cccc([N+](=O)[O-])c1)=NO2 (configuration not stated) | -7 | -2
CCCCCCNCc1c(F)cccc1Cl | -7 | -3
CCOC(=O)C1=C(C)NC(C)=C(C(=O)OCC)C1c1ccc(Br)o1 | -1 | -1
COc1ccc(C(c2nnnn2C2CCCC2)N2CCN(C/C=C/c3ccccc3)CC2)cc1 (configuration not stated) | -1 | 3
CC(C)(C)NC(=O)c1cnn2c1NC(c1ccc(F)cc1)CC2C(F)(F)F (configuration not stated) | 0 | 2
O=C(Nc1cccnc1Cl)c1cc(-c2ccco2)on1 | 2 | -1

Other compounds.
SMILES	Tn7 DDE FP	DDE Tn6 FP inh	UHRF1 binding	ADAM17 inh	KLK7 zymogen act	ASAP1 inh	PLC-beta3 inh	PLCg1 inh	MBD2 inh	ARFGAP1 inhibitor
O=C(c1ccccc1)N1CCN=C1c1ccccc1	4	4	1	-4	-0.4	-13	1	2	-2	-6
COc1ccc(NC(=O)O[C@@H](C)[C@@H]2CN3CCc4c([nH]c5ccc(-c6ccc(OC)cc6)cc45)[C@@H]3C[C@@H]2N(C)C(=O)Nc2ccc(OC)cc2)cc1	1	-13	-3	6	-0.7	21	-21	-13	-2	13
COc1ccc(-c2ccccc2)cc1NCc1ccccc1C	-3	0	2	-1	-0.9	3	-9	-4	-2	0
C=C(C)c1cccc(C(C)(C)NC(=O)N(Cc2ccccc2)Cc2ccco2)c1	-4	-2	2	-3	0.1	-5	1	-2	-4	-4
Cc1ccnc(NS(=O)(=O)c2ccc(NC(=O)CCOc3ccccc3)cc2)n1	0	1	2	-1	0.0	-6	-7	0	-5	10
O=C1c2ccccc2C(=O)N1CC(O)COc1ccc(Cl)cc1 (configuration not stated)	1	0	1	-4	0.6	-3	-6	0	3	-6
CS(=O)(=O)N(CC(=O)NCCSC1CCCCC1)c1ccc2c(c1)OCO2	-3	-6	1	2	0.0	4	5	4	1	-8
Cc1ccc(S(=O)(=O)Nc2ccc3c(c2)OCCO3)cc1C	-6	-1	0	-5	-0.4	1	-1	-2	1	-4
O=C(CSCc1ccc(Br)cc1)Nc1ccc(S(=O)(=O)N2CCCCCC2)cc1	2	-5	-1	13*	0.7	0	2	3	2	-13
COc1ccc(C(=O)Nc2ccc(S(=O)(=O)Nc3onc(C)c3C)cc2)c(OC)c1	3	4	1	-3	-0.1	4	-7	-1	7	7
CSc1oc(-c2ccco2)nc1S(=O)(=O)c1ccc(F)cc1	-5	-5	0	-4	-0.8	6	-8	-8	4	-2
COc1ccccc1-c1noc(CCC(=O)NC2CCCC2)n1	-4	4	-4	-3	0.6	-12	-4	0	4	17
C[C@H]1COc2cc(N3CCC[C@@H]3CO)ccc2S(=O)(=O)N1	2	-1	-1	-4	0.7	-4	3	0	-6	-9
CCOC(=O)C(Cc1ccc(O)cc1)NC(=O)CNC(=O)C(CC(C)C)NC(=O)OC(C)(C)C (configuration not stated)	-7	-3	1	1	0.2	-4	5	3	-1	-2
O=S(=O)(c1ccc2ccccc2c1)N1CCN=C1SCc1cccnc1	7	10	-1	-1	-0.5	-2	-1	-1	1	8
O=C(OCC(=O)N1CCc2ccccc21)c1c2c(nc3ccccc13)CCCCC2	-3	-8	-1	5	-0.7	12	4	3	1	-7
C=CCOc1cccc(C2c3c(oc4ccccc4c3=O)C(=O)N2c2ccccn2)c1 (configuration not stated)	-3	-3	-1	-4	-0.2	9	-2	-2	7	8
NCCN=C1NS(=O)(=O)c2ccccc21	1	4	-4	-2	0.4	2	3	2	4	0

Screens as filed in PubChem BioAssay.
